RXFP1 antagonist = qHTS Assay for Antagonists of the Relaxin Receptor RXFP1; hit rate 0.59% among 350,000; HEK293-RXFP1, relaxin-stimulated cAMP HTRF, 30 min; active compounds read low; activity change, negative = inhibition, % at 57.5 µM; Relaxin receptor 1 (Homo sapiens), Q9HBX9;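 active means activity change of -60% or lower, but not beyond a set lower limit; inconclusive means change between -60% and -40%, or beyond the set limit; inactive means change above -40%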; further: on the % scale 0 is the no-effect control and ±100 the full control effect
D1 antag = Antagonist of Human D 1 Dopamine Receptor: qHTS; D(1A) dopamine receptor (Homo sapiens), P21728; HEK293 TREx D1 cells, calcium flux, dopamine EC80; active compounds read low; AID 504652, 2011; hit rate 3.2% among 360,000; activity change, negative = inhibition, % at 10 µM; in the data active means activity change below about -30%; further: on the % scale 0 is the no-effect control and ±100 the full control effect
Target sequence (P21728 whole entry, looked up): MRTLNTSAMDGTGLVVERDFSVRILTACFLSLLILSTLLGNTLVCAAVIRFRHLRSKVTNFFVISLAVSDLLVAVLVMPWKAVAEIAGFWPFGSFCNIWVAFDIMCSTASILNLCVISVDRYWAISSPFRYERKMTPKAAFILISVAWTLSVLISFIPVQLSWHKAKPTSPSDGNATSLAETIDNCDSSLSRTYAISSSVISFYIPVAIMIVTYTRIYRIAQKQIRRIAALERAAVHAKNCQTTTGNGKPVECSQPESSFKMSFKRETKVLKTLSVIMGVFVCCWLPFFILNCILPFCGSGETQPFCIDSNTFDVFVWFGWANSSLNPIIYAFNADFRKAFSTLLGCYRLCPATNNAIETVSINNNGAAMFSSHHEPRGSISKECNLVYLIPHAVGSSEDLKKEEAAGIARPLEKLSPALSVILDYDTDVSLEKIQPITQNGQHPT
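Calcium flux readout: force-coupled, inducible Hek293 Trex D1 line, cells induced overnight at 30 C with tetracycline, dye-loaded 30–90 min at RT. Antagonism scored against EC80 dopamine challenge given 180 s after compound.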
D2 potentiator = HTS Assay for Positive Allosteric Modulators of the Human D2 Dopamine Receptor: Primary Screen for Potentiators. D(2) dopamine receptor (Homo sapiens), P14416. AID 485347, 2010. HEK293 T-REx D2, calcium flux, EC20 dopamine potentiation. hit rate 0.34% among 340,000. potentiation, % at 10 µM;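 active means potentiation over 3 SD above the plate norm, cut at about 30% in these data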; further: 0% is about no effect
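Tetracycline-induced Hek293 Trex D2 cells, force-coupled to calcium, loaded with no-wash calcium dye. Compound added with 180 s kinetic read for agonism, then EC20 dopamine and a further 180 s read for potentiation.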
GRP78 ERSR act = qHTS for Inducers of the Endoplasmic Reticulum Stress Response (ERSR) in Human Glioma: qHTS. hit rate 0.02% among 420,000. AID 602332, 2012. Potency, µM, without a hit: at the highest dose activation, most hits filed as activators. U87-MG GRP78 promoter luciferase reporter, 16 h; further: potency means the concentration at half of the fitted maximal effect; series mostly up to about 76 µM; % of control where 0% means no effect; nearly all actives have a fitted effect of over 35% in size
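ERSR induction read as luciferase luminescence (Bright-Glo, 10 min at room temperature) in stably transfected human U87-MG glioma cells exposed to compounds for 16 h, using GRP78 as sensor.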
Vif-A3G inh = qHTS for Inhibitors of Vif-A3G Interactions: qHTS; DNA dC->dU-editing enzyme APOBEC-3G (Homo sapiens), Q9HC16; HeLa A3G-eYFP + Vif (tagged APOBEC3G with the HIV-1 protein that degrades it), YFP fluorescence, overnight; Potency, µM (series often up to 46.1 µM), for the others: top-dose activity, negative = active, hits mostly inhibitors; hit rate 0.076% among 410,000; AID 602310, 2012;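 further: potency means the concentration at half of the fitted maximal effect; on the % scale 0 is the no-effect control and ±100 the full control effect; nearly all actives have a fitted effect of over 60% in size; hits raise eYFP signal because A3G escapes Vif-driven loss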
Target sequence (Q9HC16 whole entry, looked up): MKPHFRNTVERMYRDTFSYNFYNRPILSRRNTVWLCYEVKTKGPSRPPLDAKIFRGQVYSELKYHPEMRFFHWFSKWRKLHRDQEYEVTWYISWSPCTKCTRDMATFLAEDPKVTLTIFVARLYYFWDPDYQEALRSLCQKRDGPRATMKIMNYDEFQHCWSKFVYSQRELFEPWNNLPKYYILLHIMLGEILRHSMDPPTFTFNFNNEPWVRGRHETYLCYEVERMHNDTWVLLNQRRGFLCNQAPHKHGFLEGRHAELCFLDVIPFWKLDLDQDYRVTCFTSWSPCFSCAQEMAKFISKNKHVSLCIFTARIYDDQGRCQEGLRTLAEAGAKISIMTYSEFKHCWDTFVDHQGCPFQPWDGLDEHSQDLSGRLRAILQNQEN
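HeLa cells stably expressing Vif and C-terminally eYFP-tagged A3G, seeded overnight at 37 deg C, then exposed to compound by pintool overnight at 37 deg C. Rise in yellow fluorescence (Ex 488/Em 500-530, Acumen) marks blocked Vif-driven A3G degradation.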
D1 potentiator = Potentiators of Human D1 Dopamine Receptor: qHTS; D(1A) dopamine receptor (Homo sapiens), P21728; HEK293 TREx D1 cells, calcium flux, dopamine EC20 potentiation; potentiation, % at 10 µM; hit rate 0.036% among 360,000; AID 504651, 2011; in the data active means potentiation above about 30%; further: 0% is about no effect
Vif-A3F inh = qHTS for Inhibitors of Vif-A3F Interactions: qHTS. HeLa A3F-eYFP + Vif (tagged APOBEC3F with the HIV-1 protein that degrades it), YFP fluorescence increase. Potency, µM (doses to about 46.1 µM), without a hit: at the highest dose activity, negative = active. hit rate 0.2% among 390,000; further: potency means the concentration at half of the fitted maximal effect; % of control where 0% means no effect; nearly all actives have a fitted effect of over 65% in size
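HeLa cells stably expressing A3F-eYFP plus Vif, plated and incubated overnight at 37 deg C, then exposed to compounds overnight at 37 deg C. Blocked degradation read as raised yellow fluorescence (Ex 488/Em 500-530).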
D1 ag = Allosteric Agonists of the Human D1 Dopamine Receptor: qHTS. AID 504660, 2011. activation, % at 2 µM. HEK293 T-REx D1 cells, calcium flux, agonist mode. D(1A) dopamine receptor (Homo sapiens), P21728. hit rate 1% among 360,000; in the data active means activation above about 30%; further: 0% is about no effect
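Agonism was scored from calcium flux recorded over 180 s (1 read/s) after pintool compound addition, following a 10-cycle baseline. Cells were inducible force-coupled HEK293 TREx D1, plated overnight at 30 C and loaded with no-wash calcium dye.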
RXFP1 agonist = qHTS Assay for Agonists of the Relaxin Receptor RXFP1. hit rate 0.3% among 370,000. Potency, µM (highest dose often 57.5 µM), for inactives: at the top dose activation, most hits filed as activators. AID 2676, 2010. HEK293T-RXFP1 cAMP TR-FRET, 30 min; response scale: percent of porcine relaxin response, buffer zero; further: potency means the concentration at half of the fitted maximal effect; on the % scale 0 is the no-effect control and ±100 the full control effect; nearly all actives have a fitted effect of over 60% in size; many of its hits are not listed in these tables
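cAMP rise read by TR-FRET after 30 min, 37C compound exposure (up to 58 uM) in RXFP1-transfected HEK293 cells with Ro 20174 present. EC50 from Hill-equation fits, with 29 nM porcine relaxin as 100% and buffer as basal.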
The depositor's hits bear a star; & = joins results of further samples. Unless noted, the call rests on the fitted dose curve; in most records, active means well fitted curve in the direction sought with a large enough effect; inconclusive means small, poorly fitted or top-dose-only effect, or another doubt; inactive means no such curve, though single readings can be large; an effect the other way counts as inactive or inconclusive. The list is partial (hit frequency here may not be typical).

What do the screens show for `COc1ccc(N2CC(C(=O)NCCN3C(=O)S/C(=C\c4cccnc4)C3=O)CC2=O)c(OC)c1` (stereo not drawn)?
RXFP1 antagonist: 4; D1 antag: 9; D2 potentiator: -1; GRP78 ERSR act: -3%; Vif-A3G inh: 0%; D1 potentiator: -7; Vif-A3F inh: -1%; D1 ag: 4; RXFP1 agonist: 0.0%

Results for Brc1ccccc1-c1nnc(CSc2nnc3sc4ccccc4n23)o1 ?
RXFP1 antagonist: 8; D1 antag: 4; D2 potentiator: -1; GRP78 ERSR act: 0%; Vif-A3G inh: -5%; D1 potentiator: 12; Vif-A3F inh: -6%; D1 ag: 0; RXFP1 agonist: 1.5%

What do the screens show for `CCCNC(=O)c1ccc(-n2c(-c3ccccc3)cc3c2CCC(C)C3)cc1` (stereo not drawn)?
RXFP1 antagonist: -36; D1 antag: -7; D2 potentiator: -6; GRP78 ERSR act: -6%; Vif-A3G inh: -21%; D1 potentiator: -3; Vif-A3F inh: -21%; D1 ag: 6; RXFP1 agonist: -2.7%

How did CCOC(=O)CN(C(=O)COc1nc(-c2ccccc2)cc(C)c1C#N)c1ccccc1C do in these assays?
RXFP1 antagonist: 1; D1 antag: 2; D2 potentiator: 0; GRP78 ERSR act: -5%; Vif-A3G inh: inconclusive; D1 potentiator: -2; Vif-A3F inh: 3%; D1 ag: 2; RXFP1 agonist: 5.6%

How did C=CCNC(=O)c1c(N)n(-c2ccc3c(c2)OCO3)c2nc3ccccc3nc12 do in these assays?
RXFP1 antagonist: -15; D1 antag: -28; D2 potentiator: -5; GRP78 ERSR act: 0%; Vif-A3G inh: 0%; D1 potentiator: -6; Vif-A3F inh: -3%; D1 ag: 5; RXFP1 agonist: 1.3%

Results for CC(=O)N1CCN(C(=O)C2(NC(=O)Nc3ccc(C)cc3)CCCCC2)CC1 ?
RXFP1 antagonist: -6; D1 antag: 2; D2 potentiator: 3; GRP78 ERSR act: 0%; Vif-A3G inh: -6%; D1 potentiator: 3; Vif-A3F inh: -5%; D1 ag: 4; RXFP1 agonist: -0.2%

Results for CC(C)(C)CC(C)(C)n1nnnc1N ?
RXFP1 antagonist: -9; GRP78 ERSR act: -1%; Vif-A3G inh: 0%; Vif-A3F inh: 2%

What do the screens show for `CCOC(=O)c1sc(N)nc1C(C)(C)C`?
RXFP1 antagonist: -5; D1 antag: 1; D2 potentiator: -2; GRP78 ERSR act: -6%; Vif-A3G inh: -2%; D1 potentiator: 3; Vif-A3F inh: -12%; D1 ag: 1; RXFP1 agonist: 1.3%

What do the screens show for `CN(CC(=O)N1CCCCC1)S(=O)(=O)c1ccc(Cl)cc1`?
RXFP1 antagonist: -13; GRP78 ERSR act: 1%; Vif-A3G inh: -5%; D1 potentiator: -7; Vif-A3F inh: -1%; D1 ag: 1; RXFP1 agonist: -1.5%

Results for CCOC(=O)c1c(NC(=O)C2C3C=CC(C3)C2C(=O)O)sc2c1CC(C)(C)OC2 (stereo not drawn) ?
RXFP1 antagonist: -9; D1 antag: 2; D2 potentiator: -4; GRP78 ERSR act: 4%; Vif-A3G inh: 5%; D1 potentiator: 0; Vif-A3F inh: 0%; D1 ag: 4; RXFP1 agonist: -1.8%

How did CC1(S(=O)(=O)O)CC(=O)c2ccccc2C1=O (stereo not drawn) do in these assays?
D1 antag: 7; D2 potentiator: 6; GRP78 ERSR act: -12%&-11%; Vif-A3G inh: inconclusive; D1 potentiator: 0; Vif-A3F inh: inconclusive; D1 ag: 1; RXFP1 agonist: 2.2%

How did COc1ccc(/C(C)=N/NC(=O)CNC(=O)C2COc3ccccc3O2)c(OC)c1 (stereo not drawn) do in these assays?
RXFP1 antagonist: -15; D1 antag: -21; D2 potentiator: -6; GRP78 ERSR act: 0%; Vif-A3G inh: 3%; D1 potentiator: -5; Vif-A3F inh: -3%; D1 ag: 2; RXFP1 agonist: -0.5%

Results for Cc1ccc(Cn2c(C)c3cnn(CC(=O)NCCN4CCOCC4)c(=O)c3c2C)cc1 ?
RXFP1 antagonist: 10; GRP78 ERSR act: -1%; Vif-A3G inh: -1%; Vif-A3F inh: 1%

How did CCS(=O)(=O)N1CCCC(C(=O)Oc2ccc(Br)cc2)C1 (stereo not drawn) do in these assays?
RXFP1 antagonist: 6; D1 antag: -4; D2 potentiator: -10; GRP78 ERSR act: -5%; Vif-A3G inh: -5%; D1 potentiator: -4; Vif-A3F inh: 14%; D1 ag: 3; RXFP1 agonist: -0.1%

How did NC(=O)C1(C(=O)O)OC1(c1ccc(Cl)cc1)c1ccccc1Cl (stereo not drawn) do in these assays?
RXFP1 antagonist: -4; GRP78 ERSR act: 0%; Vif-A3G inh: 2%; Vif-A3F inh: -2%

What do the screens show for `COc1ccc(Nc2cc(C)nc3ccc(C)cc23)cc1`?
RXFP1 antagonist: 0; GRP78 ERSR act: -3%; Vif-A3G inh: 1%; Vif-A3F inh: -3%

Results for COn1c(SC2CCCCC2)nc2ccccc2c1=O ?
RXFP1 antagonist: -27; D1 antag: 28; D2 potentiator: -3; GRP78 ERSR act: 1%; Vif-A3G inh: 0%; D1 potentiator: 4; Vif-A3F inh: -4%; D1 ag: 2; RXFP1 agonist: -0.6%

What do the screens show for `Clc1ccccc1C=NNc1ccccn1`?
RXFP1 antagonist: -16; GRP78 ERSR act: 5%; Vif-A3G inh: -24%; Vif-A3F inh: 13%

How did C[C@@H]1CN([C@@H](C)CO)C(=O)c2cc(Br)cnc2O[C@H]1CN(C)C(=O)CN1CCOCC1 do in these assays?
RXFP1 antagonist: 6; GRP78 ERSR act: 1%; Vif-A3G inh: -3%; Vif-A3F inh: 0%

How did COc1ccc2c(Cl)c(C(=O)NCCc3ccc(S(N)(=O)=O)cc3)sc2c1 do in these assays?
RXFP1 antagonist: -7; D1 antag: -3; D2 potentiator: -6; GRP78 ERSR act: -2%; Vif-A3G inh: 0%; D1 potentiator: 2; Vif-A3F inh: 4%; D1 ag: 7; RXFP1 agonist: 23%

What do the screens show for `CCc1nn(CC(=O)NCC(C)c2ccccc2)c(=O)c2cc3c(OC)cccc3n12` (stereo not drawn)?
RXFP1 antagonist: -2; D1 antag: 15; D2 potentiator: 15; GRP78 ERSR act: -4%; Vif-A3G inh: 4%; D1 potentiator: -4; Vif-A3F inh: -5%; D1 ag: 0; RXFP1 agonist: 5.2%

How did O=C1CCCN2N=C(SCC(=O)Nc3ccc(OC(F)(F)F)cc3)SC2=N1 do in these assays?
RXFP1 antagonist: 1; D1 antag: -7; D2 potentiator: -5; GRP78 ERSR act: 0%; Vif-A3G inh: 0%; D1 potentiator: -7; Vif-A3F inh: -6%; D1 ag: 4; RXFP1 agonist: 2.5%

Results for CC(c1ccc(F)cc1)n1cc(C(=O)NCCN(C)C)nn1 (stereo not drawn) ?
RXFP1 antagonist: -7; D1 antag: -6; D2 potentiator: 7; GRP78 ERSR act: -1%; Vif-A3G inh: 0%; D1 potentiator: 1; Vif-A3F inh: -8%; D1 ag: 1; RXFP1 agonist: 4.3%

What do the screens show for `O=C(NC(c1ccccc1)c1ccccn1)c1cccc([N+](=O)[O-])c1` (stereo not drawn)?
RXFP1 antagonist: -5; D1 antag: -8; D2 potentiator: -1; GRP78 ERSR act: -2%; Vif-A3G inh: -6%; D1 potentiator: -2; Vif-A3F inh: 2%; D1 ag: 5; RXFP1 agonist: 0.4%

What do the screens show for `NS(=O)(=O)c1ccc(NC(=S)NCc2cccc(Cl)c2)cc1`?
RXFP1 antagonist: -3; D1 antag: -4; D2 potentiator: -7; GRP78 ERSR act: -3%; Vif-A3G inh: -2%; D1 potentiator: -6; Vif-A3F inh: -18%; D1 ag: 2; RXFP1 agonist: -1.8%

How did Cc1ccc(CNS(=O)(=O)c2ccc(-c3cc(C(F)(F)F)on3)s2)cc1 do in these assays?
RXFP1 antagonist: -3; D1 antag: 1; D2 potentiator: 8; GRP78 ERSR act: -1%; Vif-A3G inh: -1%; D1 potentiator: -4; Vif-A3F inh: 1%; D1 ag: 1; RXFP1 agonist: -3.0%

What do the screens show for `O=C1CC(c2cccc(Cl)c2)CC(O)=C1C=Nc1ccccc1` (stereo not drawn)?
RXFP1 antagonist: 1; D1 antag: -4; D2 potentiator: 11; GRP78 ERSR act: -4%; Vif-A3G inh: -4%; D1 potentiator: -11; Vif-A3F inh: 1%; D1 ag: -1; RXFP1 agonist: 0.9%

What do the screens show for `N#CC1=C(N)N(c2ccccc2C#N)C2=C(C(=O)CCC2)C1c1ccsc1` (stereo not drawn)?
RXFP1 antagonist: -8; D1 antag: 20; D2 potentiator: 7; GRP78 ERSR act: -4%; Vif-A3G inh: -7%; D1 potentiator: 7; Vif-A3F inh: -9%; D1 ag: 1; RXFP1 agonist: 0.6%

Results for O=C(CSc1ccc2nnc(-c3cccnc3)n2n1)Nc1ccc(F)cc1F ?
RXFP1 antagonist: 2; D1 antag: 6; D2 potentiator: -5; GRP78 ERSR act: -4%; Vif-A3G inh: -1%; D1 potentiator: -5; Vif-A3F inh: -13%; D1 ag: 3; RXFP1 agonist: inconclusive

A run of entries from the list above, as a working copy:
How did COc1ccc2c(Cl)c(C(=O)NCCc3ccc(S(N)(=O)=O)cc3)sc2c1 do in these assays?
RXFP1 antagonist: -7; D1 antag: -3; D2 potentiator: -6; GRP78 ERSR act: -2%; Vif-A3G inh: 0%; D1 potentiator: 2; Vif-A3F inh: 4%; D1 ag: 7; RXFP1 agonist: 23%

What do the screens show for `CCc1nn(CC(=O)NCC(C)c2ccccc2)c(=O)c2cc3c(OC)cccc3n12` (stereo not drawn)?
RXFP1 antagonist: -2; D1 antag: 15; D2 potentiator: 15; GRP78 ERSR act: -4%; Vif-A3G inh: 4%; D1 potentiator: -4; Vif-A3F inh: -5%; D1 ag: 0; RXFP1 agonist: 5.2%

From PubChem BioAssay
